# From PubChem BioAssay
# BioA inh: blocks M. tuberculosis BioA enzyme activity; purified M. tuberculosis BioA enzyme, plate reader; inhibition, % at 9.99 µM; 360,000 compounds, 0.096% hits; in the data active means inhibition above about 40%; inconclusive means no clear call, values can overlap the other calls
# BoNT-A LC inh2: BoNT A light chain protease inhibition | multiplex microsphere protease substrate cleavage, flow cytometry | inhibition, % at 10 µM | 360,000 compounds, 0.17% hits; in the data active means inhibition above about 30%; inconclusive means no clear call, values can overlap the other calls; further: plate controls were buffer without enzyme for full effect and enzyme alone for no effect
# CCHFV vOTU inh: CCHFV vOTU protease inhibition; Pep-AMC fluorescence; inhibition, % at 11.5 µM; 370,000 compounds, 0.55% hits; AID 651958; further: 0% = vehicle wells with enzyme and 100% = no enzyme wells
# Mtb FBA inh: Mtb fructose-bisphosphate aldolase inhibition | inhibition, % at 1 µM | P9WQA3 | 360,000 compounds, 2.3% hits | purified M. tuberculosis FBA, fluorescence read-out | AID 588726; in the data active means inhibition above about 27%;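 further: 0% = vehicle and 100% = reference inhibitor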
# Target sequence (P9WQA3 whole entry, looked up): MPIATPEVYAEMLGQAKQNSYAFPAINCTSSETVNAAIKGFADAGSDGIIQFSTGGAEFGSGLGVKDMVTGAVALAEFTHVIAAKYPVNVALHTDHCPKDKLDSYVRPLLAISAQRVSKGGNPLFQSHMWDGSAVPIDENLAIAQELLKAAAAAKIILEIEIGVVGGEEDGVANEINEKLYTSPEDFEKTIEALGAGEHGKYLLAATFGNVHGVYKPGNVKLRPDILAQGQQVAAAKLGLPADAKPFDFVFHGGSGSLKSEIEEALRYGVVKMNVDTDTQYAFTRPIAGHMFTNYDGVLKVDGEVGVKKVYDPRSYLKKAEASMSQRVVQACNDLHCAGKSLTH
# BoNT F protease: BoNT F light chain protease inhibition; Multiplex microsphere protease cleavage assay, flow cytometry; inhibition, % at 10 µM; 360,000 compounds, 0.22% hits; AID 588497; in the data active means inhibition above about 35%, passing the limit was not always enough; inconclusive means no clear call, values can overlap the other calls; further: plate controls were buffer without enzyme for full effect and enzyme alone for no effect
# Mtb UGM inh: Mtb UDP-galactopyranose mutase inhibition | P9WIQ1 | purified UGM, fluorescence polarization probe displacement | inhibition, % at 10 µM | 320,000 compounds, 0.06% hits | AID 504406; in the data active means inhibition above about 10%, passing the limit was not always enough; inconclusive means no clear call, values can overlap the other calls
# Target sequence (P9WIQ1 whole entry, looked up): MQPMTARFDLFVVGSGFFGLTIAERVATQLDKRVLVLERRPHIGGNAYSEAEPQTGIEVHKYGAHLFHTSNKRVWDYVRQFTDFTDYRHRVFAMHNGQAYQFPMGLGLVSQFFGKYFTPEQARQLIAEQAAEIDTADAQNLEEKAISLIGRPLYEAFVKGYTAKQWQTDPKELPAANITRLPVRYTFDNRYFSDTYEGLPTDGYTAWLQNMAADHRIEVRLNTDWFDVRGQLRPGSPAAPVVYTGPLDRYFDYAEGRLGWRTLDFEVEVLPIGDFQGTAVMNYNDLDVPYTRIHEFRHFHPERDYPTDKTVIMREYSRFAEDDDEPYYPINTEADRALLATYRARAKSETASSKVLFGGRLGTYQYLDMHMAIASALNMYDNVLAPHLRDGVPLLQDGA
# PrPC TRFRET: inhibitors of human cell surface prion protein PrPC; P04156; TR-FRET read-out; inhibition, % at 13.8 µM; 370,000 compounds, 0.43% hits; AID 720596; in the data active means inhibition above about 24%; further: 0% = median of the test wells and 100% = reference compound wells
# GDH-TPI inh: counter-screen for M. tuberculosis FBA inhibitors: GDH-TPI coupled enzymes; 360,000 compounds, 1.2% hits; AID 588335; GDH-TPI coupled enzyme counterscreen, NADH absorbance; inhibition, % at 4.8 µM;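 further: 0% = DMSO wells and 100% = wells lacking the enzyme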
# FadD28 FP inh: blocks FadD28 binding to the bisubstrate probe | fluorescence polarization | inhibition, % at 12.5 µM | 360,000 compounds, 0.22% hits; in the data active means inhibition above about 8.5%, passing the limit was not always enough; inconclusive means no clear call, values can overlap the other calls
# * hit, by the source's call; u = inconclusive; x = no result given; & = joins results of further samples. Unless noted, no stated cut-off is given here; in the data, active means inhibition above about 30%; inactive means the rest.
SMILES,BioA inh,BoNT-A LC inh2,CCHFV vOTU inh,Mtb FBA inh,BoNT F protease,Mtb UGM inh,PrPC TRFRET,GDH-TPI inh,FadD28 FP inh
COc1ccc(CCNC(=O)CCc2ccc(S(=O)(=O)NCC(C)C)cc2)cc1OC,x,-0.6,5,2,-2,-0.5,6,2,-0.3
O=C(O)c1[nH]c2ccccc2c1NS(=O)(=O)Cc1ccccc1,0.5,0.2,-6,61*,-3,-1.0,5,8,0.4
O=C(Nc1ccc(N2CCOCC2)cc1)c1cc2c(s1)CCCC2,x,-0.4,-1,-2,-13,1.5,24,16,0.2
COc1ccc(C(=O)NCc2n[nH]c(=S)n2-c2ccccc2)cc1OC,0.0,-1.6,-14,3,-11,-0.8,1,3,-2.5
COc1ccc(C(=O)NCC(=O)OCc2ccc(Cl)cc2Cl)cc1OC,4.3,0.7,18,0,1,x,-4,-2,-0.1
C[C@H]1COC(=O)[C@H](NC(=O)OCC2c3ccccc3-c3ccccc32)C/C=C\C[C@H](CC(=O)N(CCO)Cc2ccccc2)C(=O)N1,0.6,1.0,8,0,-6,0.3,1,3,0.4
Cc1ccsc1/C=N/NC(=O)C1CC(=O)N(c2ccccc2)C1 (stereo not drawn),x,-1.1,8,2,-23,0.4,-6,12,-0.4
CCCCN(C)Cc1c(C)[nH]c2ccc(C)cc2c1=O,1.1,0.6,0,1,-2,-0.2,-4,3,-0.3
CCC(=O)c1cc(F)ccc1OCC(=O)N1CCN(c2ccc(F)cc2)CC1,x,-0.4,3,0,-4,1.7,7,-8,0.1
CCC(CO)Oc1cc(NCc2ccc(C(=O)O)cc2)c2ncn(C(C)C)c2c1 (stereo not drawn),0.6,0.7,-6,4,1,1.1,-8,6,-0.2
C=CC[n+]1c(/C=C2\C=Cc3cc(C)ccc3N2CC)ccc2ccccc21,x,3.4,-4,-2,-25,-3.3,-3,0,-2.0
COc1ccc(Cl)cc1NC(=S)NC1CCCC1,-0.7,-0.4,0,0,2,-1.6,-2,17,-1.8
CN1CCN(CC#Cc2ccccc2)CC1CCO (stereo not drawn),-0.5,0.2,11,2,16,-1.5,-6,-12,-3.2
CC1CCC2=NN(C(=O)c3ccco3)C(O)(C(F)(F)F)C2C1 (stereo not drawn),x,-2.2,0,1,-9,-0.9,-7,-2,-2.5
CC(=O)Nc1ccc(S(=O)(=O)Nc2ccc(-n3cnnn3)cc2)cc1,1.3,0.0,-12,-2,-1,2.6,4,11,-2.1
Cc1nnc(SCc2nnc(-c3ccccc3Br)o2)n1-c1ccccc1,3.7,0.5,-6,2,0,-0.4,1,2,-1.8
Cc1c(C(=O)NC2CC2)oc2ccccc12,-0.6,0.4,-9,-1,1,0.8,1,3,-2.1
Cc1ccc(C)c(Cn2nnc3c(=O)[nH]c(C4CCN(S(=O)(=O)c5ccc(S(=O)(=O)N(C)C)cc5)CC4)nc32)c1,-6.0,0.2,-15,3,0,-1.0,-2,2,-0.4
CCOC(=O)c1c(C)n(OC)c2ccc3c(no[n+]3[O-])c12,5.7,-2.1,-11,-1,-13,1.4,-5,-4,-3.8
CSc1cc(-c2ccc(Cl)cc2)c(C(=O)N2CCCC2)s1,-0.2,-0.9,11,2,-15,1.5,-31,-1,-3.0
Cc1cc(Cl)c(S(=O)(=O)N2CCN(c3ccccc3)CC2)cc1OCC(N)=O,4.0,x,-1,5,x,3.6,-8,6,-0.8
COc1ccc(CSCC(=O)NN=C2CCN(C)CC2)cc1,x,-0.3,4,-1,2,-0.7,2,-4,-3.2
CCN(CCCCCCN)c1ccc2c(=O)[nH][nH]c(=O)c2c1,x,0.1,0,0,0,2.1,-1,16,-2.2
O=C(O)C(=O)/C(=C\c1ccc([N+](=O)[O-])cc1)c1ccc2ccccc2n1,x,1.2,6,-2,-2,0.8,5,1,-1.9
O=C(NCCCN1CCCCC1)c1ccc2c(c1)ncn2C1CCCC1,x,-0.6,5,-3,2,0.1,-10,-3,-3.1
CC1(C)CC(=O)C2=C(C1)OC(N)=C([N+](=O)[O-])C2c1ccc(C#N)s1 (stereo not drawn),x,0.3,-8,2,-4,1.5,-9,9,-3.4
Cc1ccc(NC(=O)COC(=O)CCc2c[nH]c3ccccc23)cc1[N+](=O)[O-],x,-0.4,-1,-1,0,1.9,-18,3,0.2
CC(C)C[C@@H](C(=O)NCC1CCCO1)N1C(=O)N2CCc3c([nH]c4ccccc34)[C@@]2(C)C1=O (stereo partly drawn),-1.1,-1.2,12,4,-6,4.2,6,5,-0.4
COc1ccccc1CNC(=O)C1CCC(CNS(=O)(=O)c2ccccc2)CC1 (stereo not drawn),-1.0,3.6,-4,0,10,-2.3,0,1,-2.8
CCN(C(=O)COC(=O)CCC(=O)c1cccs1)c1ccccc1,2.0,0.1,4,-2,2,-1.9,-2,0,-2.1
c1ccc(-c2nc(-c3cccnc3)cs2)cc1,-1.2,-0.3,3,1,-11,0.6,-7,1,-4.8
COc1ccc(NC(=O)[C@@H](NC(=O)N2C[C@H]3C[C@@H](C2)c2cccc(=O)n2C3)C(C)C)cc1OC,-1.4,0.2,-2,3,-11,3.2,1,17,-3.0
Nc1cc2c(cc1C(=O)c1ccccc1)OCCO2,0.1,0.6,9,-8,4,1.2,-8,-2,-2.8
O=[N+]([O-])c1ccc2c(c1)C(N1CCOCC1)/C(=C/COc1ccc3ccccc3c1Br)O2 (stereo not drawn),x,-0.1,10,2,-1,-1.8,-1,-2,0.7
C[C@@H]1CN([C@@H](C)CO)C(=O)CCCn2nncc2CO[C@@H]1CN(C)C(=O)Oc1cccc2ccccc12,0.2&0.9,-0.3,-8,1,-6,x,4,-15,-5.3
Cn1nc(C(=O)NCCCN2CCCCC2)c2c1-c1ccccc1SC2,1.3,-1.2,1,0,-3,3.3,-2,-8,-2.1
COc1ccc(CC(=O)N/N=C(\C)CC(=O)Nc2ccc(N(C)C)cc2)cc1OC,x,-4.0,11,-1,-12,-0.8,3,-4,-0.8
O=c1c(-n2cncn2)c[nH]n1-c1cccc(Cl)n1,x,-0.1,10,-4,3,-0.9,-5,7,-3.7
Cc1cc([N+](=O)[O-])nn1Cn1nc([N+](=O)[O-])cc1C,x,-0.8,-11,1,-1,-2.9,-11,6,0.6
O=C(Nc1ccc(S(=O)(=O)N2CCCCC2)cc1)C1CCCN(C(=O)c2ccc(Cl)cc2)C1 (stereo not drawn),x,0.1,-16,3,5,-0.5,1,1,0.2

# Profiles from above.
# COc1ccc(NC(=O)[C@@H](NC(=O)N2C[C@H]3C[C@@H](C2)c2cccc(=O)n2C3)C(C)C)cc1OC in the list: BioA inh = -1.4; BoNT-A LC inh2 = 0.2; CCHFV vOTU inh = -2; Mtb FBA inh = 3; BoNT F protease = -11; Mtb UGM inh = 3.2; PrPC TRFRET = 1; GDH-TPI inh = 17; FadD28 FP inh = -3.0
# Nc1cc2c(cc1C(=O)c1ccccc1)OCCO2 in the list: BioA inh = 0.1; BoNT-A LC inh2 = 0.6; CCHFV vOTU inh = 9; Mtb FBA inh = -8; BoNT F protease = 4; Mtb UGM inh = 1.2; PrPC TRFRET = -8; GDH-TPI inh = -2; FadD28 FP inh = -2.8

# Continuation.
SMILES,BioA inh,BoNT-A LC inh2,CCHFV vOTU inh,Mtb FBA inh,BoNT F protease,Mtb UGM inh,PrPC TRFRET,GDH-TPI inh,FadD28 FP inh
Cc1[nH]nc2c1C(c1cccc(O)c1)C1=C(CC(C)(C)CC1=O)N2 (stereo not drawn),x,0.1,-28,33*,-4,1.3,9,9,-1.9
CCn1c(SCc2cc(=O)[nH]c3ccccc23)nc2c1c(=O)n(C)c(=O)n2C,x,-4.2,-1,3,-9,-0.6,-1,0,0.1
CC(C)c1ccccc1OCC(=O)Nc1ccccc1C(=O)N1CCOCC1,-1.0,-1.9,-14,1,8,0.0,4,-1,-0.2
COc1ccc(CCN(C)C2CCCN(S(C)(=O)=O)C2)cc1OC (stereo not drawn),0.1,x,-10,-1,x,-2.2,6,17,-0.9
COc1ccc(-c2nc(CS(=O)CC(=O)NCc3ccc4c(c3)OCO4)c(C)o2)cc1OC (stereo not drawn),0.2,13,6,3,7,-1.2,9,1,0.0
Nc1ncnc2c1cnn2-c1ccccc1,-1.3,-1.0,-6,8,-6,1.1,0,2,-1.3
Cc1nn(CC(=O)Nc2ccc(Cl)c(S(=O)(=O)N(C)C)c2)c(C)c1[N+](=O)[O-],x,0.0,2,-2,-5,-0.7,0,-3,-4.2
CCCCCCCCNS(=O)(=O)CCNCc1ccccc1,-0.5,0.0,11,-1,-12,x,-5,3,-3.8
COc1ccc2oc(C(=O)OCC(=O)N3CC(C)OC(C)C3)c(C)c2c1 (stereo not drawn),-1.3,1.7,-24,36*,0,-1.8,5,-11,-0.1
O=C1C(Cl)=C(N2CCOCC2)C(=O)N1c1ccccc1F,-1.0,-8.0,-2,0,u,-2.0,-8,9,-0.2
CCCCN(CC)CCNC(=O)c1nn(-c2ccc(OC)cc2)c(=O)c2c1c1ccccc1n2C,x,0.3,-9,4,-5,0.2,2,9,-1.5
COc1ccc2c(C)cc(SCC(=O)Nc3cc(C(N)=O)cc(C(N)=O)c3)nc2c1,1.3,3.0,-15,-1,-4,-1.4,10,0,-2.5
COc1ccc(-c2[nH]c(-c3ccccc3)nc2SCC(=O)Nc2nccs2)cc1,0.2,0.0,1,0,-3,-1.1,9,5,-3.5
CC1CCCC(NS(=O)(=O)c2cc(Br)cnc2N)C1C (stereo not drawn),-2.4,x,15,3,x,-2.8,-1,-8,-3.7
O=C(Nc1cccnc1)c1ccccc1O,-0.8,0.2,0,0,2,1.7,-2,-5,-5.1
Fc1ccc(CCNC(=S)Nc2ccc(F)c(Cl)c2)cc1,x,-2.1,14,1,-14,-0.4,5,4,-9.7
CCN(CC)CCCN=C(C)C1=C(O)c2ccccc2C1=O,0.6,1.2,9,-3,-9,2.7,-15,9,-0.9
Clc1ccc2nc(-c3ccc(Br)s3)cn2c1,-0.6,0.2,-2,6,-4,1.0,14,12,-2.4
O=C(CSc1nc2ccccc2c(=O)[nH]1)N1CCN(S(=O)(=O)c2ccccc2)CC1,-1.1,-0.8,x,-1,-8,-3.5,x,-4,-4.0
CC(=O)C1=C(O)C(=O)N(CCCO)C1c1ccccc1 (stereo not drawn),-0.6,0.4,-11,1,0,-1.3,1,20,-2.6
CN(C)S(=O)(=O)c1ccc(C(=O)NCCOc2ccc(F)cc2)cc1,0.4,-5.4,24,-1,-7,-1.3,-3,-9,-1.6
CN(CC(=O)N1CCN(c2ccccn2)CC1)S(=O)(=O)c1ccc(Br)cc1,4.3,0.3,7,5,0,1.6,-5,2,-0.5
O=C(N=Nc1c(O)[nH]c2ccccc12)c1cc(NS(=O)(=O)c2cccs2)cc(NS(=O)(=O)c2cccs2)c1,x,0.3,3,-1,-2,-0.1,-4,19,0.5
O=S(=O)(c1ccccc1)N1CCN(Cc2nnc(-c3ccccc3)o2)CC1,-0.8,-0.2,11,-1,1,x,-3,-3,-3.7
CC(=O)c1ccc(OCc2cc(C(=O)N(C)Cc3ccccn3)no2)cc1,5.3,-1.4,17,-5,-5,2.8,-9,8,-2.8
Cc1ccc(N(CCC#N)C(=O)COC(=O)C2CCN(S(=O)(=O)c3ccc(C)c(C)c3)CC2)cc1,x,-0.4,7,0,-8,-1.4,3,1,-3.0
COCc1cc(C)nc(SCC[N+](C)(C)CC(=O)c2ccccc2)c1C#N,2.3,0.2,5,2,0,-1.5,5,0,1.2
O=C(NCc1ccccc1)C1(c2ccccc2)CCN(S(=O)(=O)c2ccccc2)CC1,-0.3,-1.3,-1,3,-2,0.1,-3,5,-2.5
COc1ccc(C(=O)Cn2nnc(-c3ccccc3NC(=O)C3CC3)n2)cc1,x,-1.0,-3,-2,0,-0.7,2,12,-1.0
Cc1ccc(S(=O)(=O)NCCC(=O)NCc2ccccc2)cc1,-1.3,3.8,-8,2,4,0.2,1,-1,-1.8
CC1CCCCN1CCCNC(=O)C1CCN(c2nnc(-n3cccc3)s2)CC1 (stereo not drawn),0.3,0.3,-13,-2,2,0.7,1,-10,-4.2
CC(C(=O)N(C)C)N1c2cccc3cccc(c23)S1(=O)=O (stereo not drawn),-2.1,-1.9,-11,2,5,-1.2,-9,-3,-4.3

# The order is random. About 4.8% of those tested had a hit in this group.
